From PubChem
tim10-1 inh – inhibits growth of tim10-1 mutant yeast; S. cerevisiae tim10-1 ts strain growth, BacTiter-Glo, 24 h; inhibition, % at 20 µM; hit rate 2.2% among 330,000;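 active = inhibition of at least 40%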;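 also: mutant grown at 25 °C; 0% = DMSO wells with yeast and 100% = wells holding no yeast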
APJ antag – blocks the human apelin receptor APJ | hit rate 0.32% among 330,000 | AID 2521 | P35414 | inhibition, % at 20 µM | CHO-K1 APJ beta-arrestin complementation, luminescence;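 active = inhibition above about 40% at 20 µM, limit read from the data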;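 also: cells challenged with 10 nM apelin-13 agonist together with compound; plate controls were apelin-13 plus DMSO wells for no effect and DMSO wells lacking apelin-13 for full effect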
Target sequence (P35414 whole entry, looked up): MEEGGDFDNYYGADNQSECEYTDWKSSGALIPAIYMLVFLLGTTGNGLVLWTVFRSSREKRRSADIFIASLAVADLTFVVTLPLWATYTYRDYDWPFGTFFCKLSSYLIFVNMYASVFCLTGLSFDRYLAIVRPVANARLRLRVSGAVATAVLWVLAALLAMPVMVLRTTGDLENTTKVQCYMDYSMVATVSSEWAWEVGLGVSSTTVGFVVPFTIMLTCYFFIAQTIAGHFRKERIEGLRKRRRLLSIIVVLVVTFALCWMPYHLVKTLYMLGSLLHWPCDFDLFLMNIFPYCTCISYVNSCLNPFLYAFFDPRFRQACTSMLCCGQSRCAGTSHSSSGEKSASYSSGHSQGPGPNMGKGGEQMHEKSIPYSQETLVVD
TIM10 inh – TIM10 yeast growth inhibition. S. cerevisiae TIM10 strain growth, BacTiter-Glo luminescence, 24 h. inhibition, % at 10 µM. hit rate 1.4% among 330,000. AID 463195;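 active = inhibition of 40% or more at the single tested concentration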;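 also: wild-type TIM10 isogenic control strain grown at permissive 25 °C; 0% = DMSO yeast wells and 100% = minimal medium wells without yeast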
UPR XBP1 act – adaptive UPR (XBP1) activation | CHO-XBP1 luciferase reporter, IRE1-XBP1 UPR activation, luminescence; percent of tunicamycin response, DMSO as zero | activation, % at 20 µM | hit rate 0.33% among 330,000 | AID 463104;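 active = versus positive control, 20 µM dose yields 30% or more activation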;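 also: 100% = tunicamycin at 10 µg/mL and 0% = DMSO only wells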
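Test system: CHO-XBP1 luciferase reporter cells | Buffer or medium: Serum-containing F12 medium, 10% FBS | Schedule: 6 h compound exposure at 37 °C, 5% CO2 | Detection: Steady-Glo luciferase glow luminescence, 10 min after reagent addition | Read-out basis: Activation, % of tunicamycin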
CXCR6 inh – inhibitors of human CXCR6 receptor | inhibition, % at 20 µM | AID 602244 | O00574 | hit rate 0.36% among 360,000 | CHO-K1 PathHunter CXCR6 beta-arrestin, luminescence; in the data active = inhibition above about 34%, passing the limit was not always enough;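 also: antagonist mode with CXCL16 agonist at 10 nM final; 0% = 10 nM CXCL16 with DMSO and 100% = unstimulated wells without agonist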
Target sequence (O00574 whole entry, looked up): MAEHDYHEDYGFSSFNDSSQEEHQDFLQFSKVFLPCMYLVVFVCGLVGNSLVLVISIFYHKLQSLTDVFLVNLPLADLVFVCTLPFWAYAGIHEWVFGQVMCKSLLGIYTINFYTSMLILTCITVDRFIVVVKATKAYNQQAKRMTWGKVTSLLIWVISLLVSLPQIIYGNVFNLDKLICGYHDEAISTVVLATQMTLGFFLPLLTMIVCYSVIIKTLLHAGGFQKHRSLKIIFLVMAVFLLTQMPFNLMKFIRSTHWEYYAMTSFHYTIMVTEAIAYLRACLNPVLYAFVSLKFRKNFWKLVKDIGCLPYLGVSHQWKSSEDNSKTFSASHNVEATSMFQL
tim23-1 inh – inhibits growth of tim23-1 mutant yeast; S. cerevisiae tim23-1 growth, BacTiter-Glo luminescence, 24 h; inhibition, % at 20 µM; hit rate 1.3% among 330,000;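 active = growth inhibition of the mutant yeast at or above 50%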;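 also: temperature-sensitive mutant grown at 25 °C; plate controls were DMSO-treated mutant yeast for no effect and medium wells lacking yeast for full effect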
Mdm2 MdmX PPI – disrupts the human Mdm2-MdmX interaction | inhibition, % at 8 µM | hit rate 3% among 330,000 | SaOS-2 split-luciferase Mdm2/MdmX complementation, luminescence | O15151+Q00987;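 active = inhibition of at least 50% at 8 µM in the primary screen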
APJ agonist – agonists of human APJ apelin receptor | P35414 | CHO-K1 APJ PathHunter beta-arrestin, luminescence; 0% DMSO wells, 100% apelin | activation, % at 20 µM | hit rate 0.11% among 330,000;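 active = activation more than six SD over the plate average, tested at 20 µM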;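 also: 0% = DMSO alone and 100% = apelin-13 at 10 nM; some results filed as inactive read as strong as hits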
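Incubation: overnight seeding, 90 min compound at 25 °C, 1 h detection; test system: PathHunter CHO-K1 APJ (AGTRL-1) beta-arrestin reporter cells; amount: 1000 cells/well; doses: one dose, 20 µM compound, 1% DMSO; measured by: beta-gal luminescence; measure: agonist-driven arrestin binding to APJ; benchmarks: negative DMSO alone, positive Apelin-13 at 10 nM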
CHOP UPR activ – activators of apoptotic arm of unfolded protein response (CHOP) | CHO-CHOP luciferase reporter, UPR activation, luminescence; percent of tunicamycin response over DMSO baseline | activation, % at 10 µM | hit rate 0.34% among 330,000;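 active = at 10 µM dose, activation of 40% or more, normalized to positive control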;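 also: 100% = tunicamycin at 10 µg/mL and 0% = DMSO alone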
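System: CHO CHOP reporter cells. Amount: 500 cells per well. Buffer or medium: F12 medium, 10% FBS. Compound dosing: one dose, 10 µM in 0.5% DMSO. Incubation: 6 h compound exposure at 37 °C after overnight seeding. Technique: Steady-Glo luciferase luminescence. Benchmarks: tunicamycin and DMSO controls.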
Starred values were filed as active, the others as inactive. A portion of the library; count on the stated rates, not on these rows.

`CCOC(=O)[C@@H]1[C@H]2COc3ccc(Br)cc3[C@@H]2N2C(=O)N(c3ccc(Br)cc3)C(=O)[C@]12C` gave tim10-1 inh 26, APJ antag 19, TIM10 inh -5, UPR XBP1 act -4, CXCR6 inh 3, tim23-1 inh -4, Mdm2 MdmX PPI 9, APJ agonist -5 and CHOP UPR activ 2.1.
For CNc1cc(-n2nc(C)cc2-c2ccccc2)ncn1 the results were tim10-1 inh 20, APJ antag 13, TIM10 inh 11, UPR XBP1 act 0, CXCR6 inh -2, tim23-1 inh 18, Mdm2 MdmX PPI 15, APJ agonist 2 and CHOP UPR activ 0.0.
Screening NC(=S)C1COc2ccccc2O1 (stereo not drawn) returned tim10-1 inh 6, APJ antag -5, TIM10 inh 6, UPR XBP1 act 0, CXCR6 inh 1, tim23-1 inh 22, Mdm2 MdmX PPI 5, APJ agonist 4 and CHOP UPR activ -1.0.
Screening NC(=O)C1CCN(C(=O)COc2ccc3c4c(c(=O)oc3c2)CCCC4)CC1 returned tim10-1 inh -10, APJ antag 18, TIM10 inh -4, UPR XBP1 act -3, CXCR6 inh 2, tim23-1 inh -1, Mdm2 MdmX PPI 10, APJ agonist -1 and CHOP UPR activ -1.4.
For CC(CCc1ccccc1)NCC#N (stereo not drawn) the results were tim10-1 inh 1, APJ antag -1, TIM10 inh 3, UPR XBP1 act -3, CXCR6 inh -9, tim23-1 inh 2, Mdm2 MdmX PPI 31, APJ agonist -2 and CHOP UPR activ 1.3.
CC(C)(C)NC(=O)NC(=O)COC(=O)c1cc[n+]([O-])cc1 was read as tim10-1 inh -1, APJ antag 0, TIM10 inh 2, UPR XBP1 act -3, CXCR6 inh -5, tim23-1 inh 16, Mdm2 MdmX PPI 7, APJ agonist -4 and CHOP UPR activ -2.1.
For Cc1nn(-c2ccccc2)c(-c2ccccc2[N+](=O)[O-])c1C(=O)O the results were tim10-1 inh 3, APJ antag 7, TIM10 inh 10, UPR XBP1 act -1, CXCR6 inh -6, tim23-1 inh 1, Mdm2 MdmX PPI -41, APJ agonist 3 and CHOP UPR activ 1.4.
`Cc1cc(Oc2cc(N)cc([N+](=O)[O-])c2)ccc1Cl` gave tim10-1 inh 38, APJ antag -3, TIM10 inh 2, UPR XBP1 act -2, CXCR6 inh 5, tim23-1 inh 25, Mdm2 MdmX PPI 22, APJ agonist 5 and CHOP UPR activ -0.6.
For COc1ccc(Cl)cc1C(=O)NNC(=S)NC(=O)c1cc(-c2ccc(Cl)cc2)nc2ccccc12 the results were tim10-1 inh 18, APJ antag 18, TIM10 inh 16, UPR XBP1 act 15, CXCR6 inh 30, tim23-1 inh -4, Mdm2 MdmX PPI 29, APJ agonist -17 and CHOP UPR activ 4.0.
O=C(CSc1nnc(NCc2ccccc2)s1)N1CCOCC1 was read as tim10-1 inh 11, APJ antag 12, TIM10 inh 1, UPR XBP1 act 2, CXCR6 inh 13, tim23-1 inh 1, Mdm2 MdmX PPI 11, APJ agonist 3 and CHOP UPR activ 5.3.
COc1ccc(C(=O)NNC(=O)C23CC4CC(CC(C4)C2)C3)cc1OC was read as tim10-1 inh 7, APJ antag 1, TIM10 inh 3, UPR XBP1 act -1, CXCR6 inh -6, tim23-1 inh 13, Mdm2 MdmX PPI -23, APJ agonist -4 and CHOP UPR activ -0.8.
Screening O=C(Cn1nc(-c2ccccc2)ccc1=O)NCC1COCCO1 (stereo not drawn) returned tim10-1 inh 1, APJ antag -8, TIM10 inh 22, UPR XBP1 act -2, CXCR6 inh 2, tim23-1 inh 12, Mdm2 MdmX PPI 7, APJ agonist -3 and CHOP UPR activ -1.4.
`Cc1nc(N2CCN(C)CC2)c2sc(=S)n(-c3ccccc3)c2n1` gave tim10-1 inh 21, APJ antag -56, TIM10 inh 2, UPR XBP1 act 1, CXCR6 inh -2, tim23-1 inh 13, Mdm2 MdmX PPI 4, APJ agonist -2 and CHOP UPR activ 1.0.
For C/C(=N\NC(N)=S)C1=CCC2C3CC[C@H]4CC(O)CC[C@]4(C)C3CC[C@]12C (stereo partly drawn) the results were tim10-1 inh 2, APJ antag 14, TIM10 inh -19, UPR XBP1 act 41*, CXCR6 inh 0, tim23-1 inh -25, Mdm2 MdmX PPI 75*, APJ agonist -1 and CHOP UPR activ 21.
For CC(c1nnc(SCC(=O)N(C)C2CCS(=O)(=O)C2)n1-c1ccccc1)N(C)C (stereo not drawn) the results were tim10-1 inh 2, APJ antag -3, TIM10 inh 4, UPR XBP1 act 2, CXCR6 inh 4, tim23-1 inh 10, Mdm2 MdmX PPI 0, APJ agonist 2 and CHOP UPR activ -1.2.
For Nc1cccc2c1C(=O)N(c1ccccc1)C2=O the results were tim10-1 inh -8, APJ antag 23, TIM10 inh 8, UPR XBP1 act -2, CXCR6 inh -1, tim23-1 inh 0, Mdm2 MdmX PPI 3, APJ agonist 3 and CHOP UPR activ 5.3.
For CCc1ccc(OCc2cccc(C(=O)N/N=C\c3cnn(C)c3C)c2)cc1 the results were tim10-1 inh 7, APJ antag 8, TIM10 inh 18, UPR XBP1 act -1, CXCR6 inh 3, tim23-1 inh 3, Mdm2 MdmX PPI 8, APJ agonist 0 and CHOP UPR activ 1.7.
Screening CS(=O)(=O)N1CCC(CO)(Cc2ccccc2C(F)(F)F)CC1 returned tim10-1 inh -1, APJ antag 8, TIM10 inh -9, UPR XBP1 act 0, CXCR6 inh -1, tim23-1 inh 7, Mdm2 MdmX PPI 15, APJ agonist -3 and CHOP UPR activ -2.4.
Screening NNc1ncnc2scc(-c3ccc(Cl)cc3)c12 returned tim10-1 inh 6, APJ antag 46*, TIM10 inh 31, UPR XBP1 act -2, CXCR6 inh 4, tim23-1 inh 58*, Mdm2 MdmX PPI -2, APJ agonist 1 and CHOP UPR activ 0.5.
Screening CC1(C(=O)NC23CC4CC(CC(C4)C2)C3)CC1(Cl)Cl (stereo not drawn) returned tim10-1 inh 34, APJ antag 0, TIM10 inh 33, UPR XBP1 act -1, CXCR6 inh 0, tim23-1 inh 32, Mdm2 MdmX PPI -18, APJ agonist -3 and CHOP UPR activ 1.0.
`COc1ccc(CNC(=O)CSc2nnnn2-c2ccc(O)cc2)cc1` gave tim10-1 inh -1, APJ antag 10, TIM10 inh 1, UPR XBP1 act -3, CXCR6 inh 0, tim23-1 inh 14, Mdm2 MdmX PPI 25, APJ agonist -4 and CHOP UPR activ -1.5.
`CC1CCCC/C1=N\NS(=O)(=O)c1ccc(Br)cc1` (stereo not drawn) gave tim10-1 inh -3, APJ antag 6, TIM10 inh 14, UPR XBP1 act 0, CXCR6 inh 1, tim23-1 inh 10, Mdm2 MdmX PPI 0, APJ agonist -3 and CHOP UPR activ 0.5.
`COc1ccc(/C=N/NC(=O)c2cccc(OC(F)(F)C(F)F)c2)cc1O` gave tim10-1 inh 10, APJ antag 10, TIM10 inh 7, UPR XBP1 act -2, CXCR6 inh -10, tim23-1 inh 8, Mdm2 MdmX PPI 22, APJ agonist -1 and CHOP UPR activ -1.6.
O=S1(=O)[C@H]2C[C@@H]3C=C[C@@]2(CN1Cc1cccc(C(F)(F)F)c1)O3 was read as tim10-1 inh 8, APJ antag 1, TIM10 inh 4, UPR XBP1 act 0, CXCR6 inh 1, tim23-1 inh 11, Mdm2 MdmX PPI 14, APJ agonist 6 and CHOP UPR activ 0.5.
Cc1nn(CC(=O)N(C)C2CCS(=O)(=O)C2)c(C)c1[N+](=O)[O-] (stereo not drawn) was read as tim10-1 inh -1, APJ antag 21, TIM10 inh 2, UPR XBP1 act 0, CXCR6 inh 9, tim23-1 inh 0, Mdm2 MdmX PPI 2, APJ agonist 1 and CHOP UPR activ 0.5.
COc1cc(/C=N/NC(=O)c2cccc(N3CCCC3=O)c2)ccc1O was read as tim10-1 inh 17, APJ antag 27, TIM10 inh 4, UPR XBP1 act 1, CXCR6 inh -4, tim23-1 inh 14, Mdm2 MdmX PPI 15, APJ agonist 0 and CHOP UPR activ 2.0.
`CC(C)c1ccc(NC(=S)NC2CCN(Cc3ccccc3)CC2)cc1` gave tim10-1 inh -9, APJ antag 10, TIM10 inh 20, UPR XBP1 act -1, CXCR6 inh -12, tim23-1 inh 14, Mdm2 MdmX PPI 35, APJ agonist -1 and CHOP UPR activ -1.5.
`O=C(c1cccc(Oc2c(Cl)cccc2[N+](=O)[O-])c1)N1CCCCC1` gave tim10-1 inh 37, APJ antag -4, TIM10 inh 15, UPR XBP1 act -1, CXCR6 inh 0, tim23-1 inh 28, Mdm2 MdmX PPI 2, APJ agonist -2 and CHOP UPR activ 0.1.
`COc1ccc(OC2OC3COC(C)(C)OC3C(O)C2NC(C)=O)cc1` (stereo not drawn) gave tim10-1 inh 4, APJ antag 12, TIM10 inh 4, UPR XBP1 act 0, CXCR6 inh -10, tim23-1 inh 7, Mdm2 MdmX PPI 1, APJ agonist -7 and CHOP UPR activ -1.2.
For CCc1ccc(N2CC(C(=O)N3CCCCCC3)CC2=O)cc1 (stereo not drawn) the results were tim10-1 inh -1, APJ antag 2, TIM10 inh 12, UPR XBP1 act -5, CXCR6 inh 5, tim23-1 inh 12, Mdm2 MdmX PPI -8, APJ agonist -1 and CHOP UPR activ 1.8.
Screening c1ccc2c(c1)CCN(Cc1nnnn1Cc1ccc3c(c1)OCO3)C2 returned tim10-1 inh 30, APJ antag -14, TIM10 inh 9, UPR XBP1 act -2, CXCR6 inh 0, tim23-1 inh 48, Mdm2 MdmX PPI -16, APJ agonist -1 and CHOP UPR activ -0.8.
For CC(=O)Oc1ccc(OC(C)=O)c(S(=O)(=O)c2ccc(C)c(C)c2)c1 the results were tim10-1 inh 2, APJ antag -30, TIM10 inh 29, UPR XBP1 act -1, CXCR6 inh -9, tim23-1 inh 23, Mdm2 MdmX PPI -8, APJ agonist 5 and CHOP UPR activ 1.0.
For CNc1ccc(/C=C2\COc3ccccc3C2=O)cc1[N+](=O)[O-] the results were tim10-1 inh 10, APJ antag 15, TIM10 inh 1, UPR XBP1 act 4, CXCR6 inh 18, tim23-1 inh 9, Mdm2 MdmX PPI 9, APJ agonist -5 and CHOP UPR activ 4.1.
Screening COc1cccc(C(=O)NCc2ccc(-c3nc4ccccc4s3)cc2)c1 returned tim10-1 inh 11, APJ antag 5, TIM10 inh 13, UPR XBP1 act 4, CXCR6 inh -1, tim23-1 inh 9, Mdm2 MdmX PPI 12, APJ agonist -5 and CHOP UPR activ -2.3.
`COc1ccc(-c2oc3ncn4nc(Cc5ccccc5)nc4c3c2-c2ccc(OC)cc2)cc1` gave tim10-1 inh 1, APJ antag 8, TIM10 inh 5, UPR XBP1 act 1, CXCR6 inh 1, tim23-1 inh 13, Mdm2 MdmX PPI 33, APJ agonist -1 and CHOP UPR activ -0.4.
